Compound activity (PubChem BioAssay)
Gal4-VP16 FLuc: VP16 counterscreen qHTS for inhibitors of ROR gamma transcriptional activity; Drosophila S2 Gal4-VP16 UAS-luciferase, luminescence, 20 h; Potency, µM (top dose mostly 53.6 µM), for the others: at the top dose activity, negative = inhibition, actives largely listed as inhibitors; 3.5% of 310,000 active;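 further: Gal4-VP16 expression switched on by copper sulfate through the metallothionein promoter; potency means the concentration at half of the fitted maximal effect; on the % scale 0 is the no-effect control and ±100 the full control effect; nearly all actives have a fitted effect of over 50% in size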
Rab9 promoter act: qHTS Assay for Rab9 Promoter Activators; 2.8% of 320,000 active; Potency, µM (top dose mostly 9.22 µM), without a hit: top-dose activation, negative = inhibition, most hits filed as activators; AID 485297, 2010; Huh7 Rab9 promoter-luciferase reporter, luminescence, 24 h; further: potency means the concentration at half of the fitted maximal effect; % of control where 0% means no effect; nearly all actives have a fitted effect of over 60% in size
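Huh7 cells stably carrying Rab9 promoter–luciferase reporter, plated 1500 cells/well, compound added after 2 h and incubated 24 h at 37 °C; luciferase luminescence then read after 10 min with detection reagent.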
RORg inh: qHTS for inhibitors of ROR gamma transcriptional activity; AID 2551, 2010; 5.4% of 310,000 active; Nuclear receptor ROR-gamma (Mus musculus), P51450; Potency, µM (highest dose often 53.6 µM), for inactives: at the top dose activity change, negative = inhibition, usual class: inhibitors; Drosophila S2 Gal4-RORgamma UAS-luciferase reporter, 20 h; further: potency means the concentration at half of the fitted maximal effect; on the % scale 0 is the no-effect control and ±100 the full control effect; nearly all actives have a fitted effect of over 60% in size
Target sequence (P51450 whole entry, looked up, the tested form may be a part): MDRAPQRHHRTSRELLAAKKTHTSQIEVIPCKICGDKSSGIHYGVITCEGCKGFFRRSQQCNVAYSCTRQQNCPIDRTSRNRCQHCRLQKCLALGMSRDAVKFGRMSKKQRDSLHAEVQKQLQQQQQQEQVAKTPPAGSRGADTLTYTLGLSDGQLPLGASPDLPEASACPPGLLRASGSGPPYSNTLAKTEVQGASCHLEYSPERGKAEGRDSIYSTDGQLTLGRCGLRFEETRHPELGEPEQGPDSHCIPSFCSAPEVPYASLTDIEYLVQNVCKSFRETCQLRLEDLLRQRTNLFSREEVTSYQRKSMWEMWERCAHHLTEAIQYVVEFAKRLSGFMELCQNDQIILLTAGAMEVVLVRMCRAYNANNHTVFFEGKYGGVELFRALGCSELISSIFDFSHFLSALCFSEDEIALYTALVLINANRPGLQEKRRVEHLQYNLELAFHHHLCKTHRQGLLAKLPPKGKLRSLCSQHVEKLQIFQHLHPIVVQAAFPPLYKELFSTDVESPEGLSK
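Drosophila Schneider cells stably carrying a metallothionein-driven Gal4 DBD–ROR gamma fusion and a UAS-Photinus luciferase reporter were exposed to compound for 1 hr, then induced with copper sulfate (700 uM final) for 20 hr at ambient temperature before luminescence reading.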
ELG1 DNA repair: qHTS screen for small molecules that inhibit ELG1-dependent DNA repair in human embryonic kidney (HEK293T) cells expressing luciferase-tagged ELG1; HEK293T ELG1-luciferase reporter, luminescence, 16 h; DNA damage induced by 5-fluorouridine; Potency, µM (doses to about 46.1 µM), for the others: at the top dose activity change, negative = inhibition, actives largely listed as inhibitors; 2.3% of 330,000 active; further: potency means the concentration at half of the fitted maximal effect; on the % scale 0 is the no-effect control and ±100 the full control effect; nearly all actives have a fitted effect of over 55% in size
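HEK293T cells expressing luciferase-tagged ELG1 (2,000/well) received 5-Fluorouridine plus compound or DMSO for 16 hr at 37 °C. Luciferase was read by ONE-Glo luminescence after 30 min at room temperature.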
MBNL1-CUG inh: qHTS Assay for Inhibitors of MBNL1-poly(CUG) RNA binding. Muscleblind-like protein 1 (Homo sapiens), Q9NR56. TR-FRET MBNL1-His/biotin-(CUG)12 binding, 665/545 ratio. Potency, µM (top dose mostly 57.5 µM), for the others: at the highest dose activity change, negative = inhibition, most hits filed as inhibitors. 0.036% of 280,000 active; active means well fitted inhibition curve with a large enough effect in the signal ratio, with a control signal flat, not every such curve was filed as active; inconclusive means small, poorly fitted or top-dose-only effect, or effect the other way, or a change in a side signal; inactive means no such curve, though single readings can be large or run the other way; the % refers to the signal ratio; further: potency means the concentration at half of the fitted maximal effect; on the % scale 0 is the no-effect control and ±100 the full control effect
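Compounds (final 92 nM to 58 uM) are added to His-tagged MBNL1 and biotin-(CUG)12, then terbium anti-His antibody and streptavidin-XL665 (5 nM final). After 60 min at room temperature, the 665/545 nm ratio is read.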
FLuc counter: qHTS profiling assay for firefly luciferase inhibitor/activator using purifed enzyme and Km concentrations of substrates (counterscreen for miR-21 project). Luciferin 4-monooxygenase (Photinus pyralis), P08659. purified FLuc, Km substrates, luminescence inhibition. Potency, µM (series often up to 57.5 µM), without a hit: at the top dose activity change, negative = inhibition, hits mostly inhibitors. 6.9% of 360,000 active. AID 588342, 2011;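 further: potency means the concentration at half of the fitted maximal effect; plate controls were vehicle for no effect and reference inhibitor for full effect; nearly all actives have a fitted effect of over 55% in size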
Target sequence (P08659 whole entry, looked up): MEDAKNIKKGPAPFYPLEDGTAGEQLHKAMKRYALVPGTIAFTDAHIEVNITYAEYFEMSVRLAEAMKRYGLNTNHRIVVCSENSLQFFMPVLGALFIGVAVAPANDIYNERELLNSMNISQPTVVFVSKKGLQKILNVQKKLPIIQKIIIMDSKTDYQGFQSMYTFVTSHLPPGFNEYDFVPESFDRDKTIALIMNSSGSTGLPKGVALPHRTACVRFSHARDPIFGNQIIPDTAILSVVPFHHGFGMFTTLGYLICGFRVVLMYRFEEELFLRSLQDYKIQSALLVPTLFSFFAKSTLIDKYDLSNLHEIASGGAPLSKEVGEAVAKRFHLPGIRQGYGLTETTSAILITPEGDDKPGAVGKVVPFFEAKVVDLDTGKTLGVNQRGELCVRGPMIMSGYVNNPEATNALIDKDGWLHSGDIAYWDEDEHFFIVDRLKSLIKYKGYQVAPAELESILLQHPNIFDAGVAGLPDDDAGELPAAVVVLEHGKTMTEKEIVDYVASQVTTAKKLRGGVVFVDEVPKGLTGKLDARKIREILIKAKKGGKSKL
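Biochemical qHTS of compounds, final roughly 60 µM downward over six points, against 10 nM purified firefly luciferase using Km concentrations of substrates (10 uM D-luciferin, 10 uM ATP) in Tris acetate pH 7.5 buffer; luminescence output.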
PKM2 act: qHTS Assay for Activators of Human Muscle isoform 2 Pyruvate Kinase. purified PKM2, Kinase-Glo ATP luminescence, activation; response scale: 0% is enzyme alone, no compound. AID 1631, 2009. Potency, µM (titrated, usually from 57.5 µM), without a hit: top-dose activation, most hits filed as activators. 0.34% of 260,000 active. Pyruvate kinase PKM (Homo sapiens), P14618; further: potency means the concentration at half of the fitted maximal effect; on the % scale 0 is the no-effect control and ±100 the full control effect; nearly all actives have a fitted effect of over 55% in size
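ATP formation by purified human PK-M2, quantified via coupled luciferase luminescence after 1 h at room temperature with 0.1 mM ADP and 0.5 mM PEP final.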
NPC1 prom act: qHTS Assay for NPC1 Promoter Activators; Huh7 NPC1 promoter luciferase reporter, 24 h; 2.4% of 320,000 active; Potency, µM (top dose mostly 9.22 µM), inactives show top-dose activation, most hits filed as activators; AID 485313, 2010;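 further: potency means the concentration at half of the fitted maximal effect; % of control where 0% means no effect; nearly all actives have a fitted effect of over 60% in size; reporter is driven by a mutant NPC1 promoter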
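Cells: Huh7 expressing luciferase under the NPC1 promoter, 1500/well. Seeded 2 h, compound added, incubated 24 h at 37 °C. Luciferase reagent, 10 min ambient, then luminescence.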
KCNH2 3.1 inh: qHTS for Inhibitors of KCHN2 3.1: Mutant qHTS | Potassium voltage-gated channel subfamily H member 2, brain isoform KCNH2 3.1 (human) | U2OS KCNH2 3.1, thallium flux FluxOr; stronger effect = lower value | activity change, % (tested at about 1.8 µM) | 0.95% of 340,000 active;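 active means maximum activity change below -70%; inconclusive means maximum activity change from -70% to -50%; inactive means maximum activity change above -50%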;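 further: thallium influx rate constant from kinetic fluorescence after stimulation buffer; on the % scale 0 is the no-effect control and ±100 the full control effect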
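Steps: virus added to U2OS suspension (4 h, RT, dark); medium with 10% FBS added, cells plated, 37 C overnight; FluxOr/Red40 loading buffer 45 min RT; stimulation buffer, 2 min kinetic read; rate constant normalized.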
Menin-MLL TR inh: qHTS Assay for Inhibitors Targeting the Menin-MLL Interaction in MLL Related Leukemias: Competition With Texas Red Labeled MLL-derived Mutant Peptide | O00255 | Menin + Texas Red MLL mutant peptide, fluorescence polarization | Potency, µM (highest dose often 61.6 µM), for the others: top-dose FP activity change, negative = inhibition, most hits filed as inhibitors | 0.23% of 270,000 active | AID 1768, 2009; active means well fitted inhibition curve with a large enough effect in the polarisation, with a control signal flat, not every such curve was filed as active; inconclusive means small, poorly fitted or top-dose-only effect, or effect the other way, or a change in a side signal; inactive means no such curve, though single readings can be large or run the other way; the % refers to the polarisation; further: potency means the concentration at half of the fitted maximal effect; % of control where 0% means no effect; many of its hits are not listed in these tables
Mito fusion act: qHTS Assay for Small Molecule Inhibitors of Mitochondrial Division or Activators of Mitochondrial Fusion; S. cerevisiae fusion-defective mutant growth rescue, CellTiterGlo 48 h; Potency, µM (series often up to 46.1 µM), without a hit: at the highest dose growth rescue (activation), usual class: activators; 0.23% of 320,000 active;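 further: potency means the concentration at half of the fitted maximal effect; % of control where 0% means no effect; nearly all actives have a fitted effect of over 45% in size; temperature-sensitive fusion mutants such as fzo1-1 at 37 °C on non-fermentable ethanol glycerol medium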
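Temperature-sensitive fusion-defective S. cerevisiae (e.g. fzo1-1, mgm1-5) were grown with compound in YPEG medium (3% ethanol, 3% glycerol) for 48 hours at 37C. Growth rescue was measured as viability by CellTiterGlo luminescence after 10 minutes at ambient.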
* marks the source's active call; other numbers are inactive results; u = inconclusive; x = no result given; [ ] = dose if it differs, or a comment. Unless noted, the call rests on the fitted dose curve; in most records, active means well fitted curve in the direction sought with a large enough effect; inconclusive means small, poorly fitted or top-dose-only effect, or another doubt; inactive means no such curve, though single readings can be large; an effect the other way counts as inactive or inconclusive. Only part of the results is shown (hit frequency here may not be typical).

Results follow in this order: Gal4-VP16 FLuc	Rab9 promoter act	RORg inh	ELG1 DNA repair	MBNL1-CUG inh	FLuc counter	PKM2 act	NPC1 prom act	KCNH2 3.1 inh	Menin-MLL TR inh	Mito fusion act
- C=CCc1ccccc1OCC(=O)OCCNC(=O)c1cccnc1
  -4%	-2%	-23%	u	-14%	0%	-4%	-1%	14	-6%	2%
- COc1ccc(Nc2ncnc3c2cnn3-c2cccc(C)c2)cc1OC
  -4%	-1%	-4%	10%	-10%	-1%	-11%	-1%	2	x	-3%
- Cc1ccccc1OCc1nnc(SCc2cc(=O)[nH]c3ccccc23)n1-c1ccccc1
  -8%	-1%	37%	-20%	-9%	1%	-1%	0%	1	10%	-4%
- CCCn1c(SCC(=O)NCC2CCCO2)nc2c1c(=O)n(C)c(=O)n2C (stereo unspecified)
  -7%	3%	-3%	-13%	-1%	-3%	-4%	2%	-10	1%	-2%
- NC(=O)C1CCN(c2nc(C3CC3)nc3c2nnn3Cc2ccccc2Cl)CC1
  -15%	10%	-16%	-25%	-4%	-4%	-9%	-2%	1	u	9%
- CCNC(=O)CC1C(=O)N(c2cccc(C)c2)C(=O)N1CCC(C)C (stereo unspecified)
  -6%	12%	-4%	1%	12%	1%	x	0%	-7	-1%	-10%
- CC1CN(C(=O)c2scc3c2OCCO3)CC(C)O1 (stereo unspecified)
  5%	-4%[1.84 µM]	-20%	-10%	1%	1%	0%	-4%	-4	11%	-5%
- COc1ccccc1-n1c(SC(C)C(=O)NCC2CCCO2)nc2cc(Cl)ccc2c1=O (stereo unspecified)
  x	0%	x	-9%	x	0%	x	-1%	9	x	6%
- COc1ccc(O[C@H]2C=C[C@@H](c3ccccc3)O[C@@H]2CO/N=C/C[C@@H]2C=C[C@H](OC(C)=O)[C@@H](COC(C)=O)O2)cc1
  -8%	-10%	u	-16%	-17%	6%	3%	0%	x	u	8%
- Nc1cccnc1Sc1cc(Cl)c(Cl)cc1Cl
  1%	21%	42%	-4%	4%	u	-2%	-1%	-8	4%	-1%
- CCOc1ccc(OCCOc2ncnc3ccccc23)cc1
  -7%	u	u	u	-7%	u	-8%	29%	17	-1%	-4%
- O=C(CSc1nccc(=O)[nH]1)Nc1ccc(N2CCOCC2)cc1
  0%	0%	u	-5%	3%	u	-1%	-3%	10	0%	-1%
- Cc1ccc(S(=O)(=O)CCC(=O)OCCOc2cccc(Br)c2)cc1
  x	-2%	x	11%	x	1%	x	1%	12	x	16%
- CN1CCC(CNC(=O)Nc2ccccc2)(c2ccccc2)CC1
  -1%	-2%	13%	8%	-2%	2%	-4%	1%	-30	-16%	2%
- Cc1ccccc1C(=O)N1CCC(C(=O)Nc2ccc3c(c2)OCO3)CC1
  -6%	-3%	27%	-2%	x	3%	3%	1%	12	19%	-3%
- CC(=O)Nc1ccc(N2C(=O)c3ccc(C(=O)Nc4nnc(SCc5ccc(F)cc5)s4)cc3C2=O)cc1
  -5%	-3%	17%	-7%	11%	6%	-1%	0%	-4	u	12%
- CCC(C)NC(=O)CSc1c2c(nc3ccccc13)CCCC2 (stereo unspecified)
  -1%	-2%	-1%	14%	28%	1%	-1%	-1%	10	-6%	-1%
- COc1ccc(NC(=O)CC(CC(=O)O)c2cc(OC)c(OC)c(OC)c2)cc1 (stereo unspecified)
  -2%	-2%	-7%	-3%	x	1%	0%	-1%	-4	x	1%
- COc1ccc(S(=O)(=O)NCc2csc(C)n2)cc1
  -1%	7%	13%	-11%	3%	6%	3%	-4%	-3	-2%	-1%
- Cn1nnnc1NCc1c(F)cccc1Cl
  -10%	0%	-2%	10%	-5%	-1%[2.3 µM]	7%	1%	5	-10%	-4%

Some of these compounds in order of length of the SMILES, rising:
Results follow in this order: Gal4-VP16 FLuc	Rab9 promoter act	RORg inh	ELG1 DNA repair	MBNL1-CUG inh	FLuc counter	PKM2 act	NPC1 prom act	KCNH2 3.1 inh	Menin-MLL TR inh	Mito fusion act
- O=C(CSc1nccc(=O)[nH]1)Nc1ccc(N2CCOCC2)cc1
  0%	0%	u	-5%	3%	u	-1%	-3%	10	0%	-1%
- Cc1ccc(S(=O)(=O)CCC(=O)OCCOc2cccc(Br)c2)cc1
  x	-2%	x	11%	x	1%	x	1%	12	x	16%
- Cc1ccccc1OCc1nnc(SCc2cc(=O)[nH]c3ccccc23)n1-c1ccccc1
  -8%	-1%	37%	-20%	-9%	1%	-1%	0%	1	10%	-4%

New compounds follow:
Results follow in this order: Gal4-VP16 FLuc	Rab9 promoter act	RORg inh	ELG1 DNA repair	MBNL1-CUG inh	FLuc counter	PKM2 act	NPC1 prom act	KCNH2 3.1 inh	Menin-MLL TR inh	Mito fusion act
- O=C(N/N=C/c1cn(-c2ccccc2)nc1-c1ccc(F)cc1)c1ccc2c(c1)OCO2
  u	0%	2.2µM*	u	0%	4.3µM*	6%	4%	u	u	2%
- S=c1[nH]nc(-c2ccc(Cl)cc2)n1-c1cccnc1
  7%	1%	-39%	1%	2%	3%	-6%	-6%	12	x	2%
- COc1cc(C(C(=O)NCC2CCCO2)N(C(=O)Cn2nnc3ccccc32)c2ccc(C(C)=O)cc2)ccc1O (stereo unspecified)
  18%	15%	6%	u	-4%	-2%	x	18%	0	13%	1%
- CC(=O)Nc1cccc(NC(=O)c2cccc(S(=O)(=O)N3CCN(Cc4ccccc4)CC3)c2)c1
  x	-1%	x	u	x	5%	x	0%	-6	x	8%
- O=C(COC(=O)c1ccccc1Br)Nc1cc(S(=O)(=O)N2CCOCC2)ccc1N1CCCC1
  -13%	-1%	12%	-19%	-6%	-10%	-3%	-2%	-5	-11%	3%
- Cc1ccc2cc3c(NC(=O)C4CCCO4)nn(CC(C)C)c3nc2c1 (stereo unspecified)
  -2%	-6%	2%	u	1%	-2%	-12%	1%	-4	-11%	8%
- CC(C)C(C(=O)NCC1CCCO1)N(Cc1ccccc1)C(=O)CNS(=O)(=O)c1ccccc1 (stereo unspecified)
  -9%	-5%	-24%	3%	3%	3%	-1%	-7%	1	-9%	13%
- COc1cccc(-c2noc(CCC(=O)NCC3CCCO3)n2)c1 (stereo unspecified)
  -19%	11%	15%	11%	x	-17%	-1%	0%	-15	-2%	-8%
- CCc1cccc(C)c1NC(=O)CCCN1C(=O)NC(C)(C)C1=O
  x	-2%	x	1%	x	3%	x	-2%	-9	x	-1%
- COCCCn1c(=O)/c(=C\c2ccccc2OC(F)F)s/c1=C(/C#N)C(=O)NC(C)C
  3%	-3%	-13%	-5%	4%	-1%	-9%	0%	16	1%	0%
- O=C(CSc1nc(C2CC2)nc2ccccc12)Nc1ccccc1
  14%	-1%	-7%	u	-4%	0%	0%	-8%	6	19%	4%
- C=CSc1sc(Cl)c(N2CCOCC2)c1[N+](=O)[O-]
  -17%[10 µM]	17%	-10%	8%	u	u	18%	4%	1	-21%	-9%
- COc1ccc(OC)c(NC(=O)c2oc3c(c2C)C(O)CC(C)(C)C3)c1 (stereo unspecified)
  -8%	0%	24%	-9%	4%	-1%	-2%	-6%	4	0%	13%
- O=C(NC1CCCCC1)C(=S)NC1CCCCC1
  -1%	3.5µM*	u	u	1%	u	-2%	2.8µM*	x	-6%	2%
- CCCC(=O)Nc1cc(Cl)ccc1C
  5%	1%	-5%	11%	-2%	-3%	-8%	-3%	9	4%	15%
- Cc1cccc(C(=O)NCc2nnc(SCC(=O)Nc3nnc(C)s3)n2C)c1
  -1%	17%	2%	15%	2%	0%	x	0%	17	-7%	-5%
